ADAM10 inh: inhibits human ADAM10; 370,000 tested, 0.62% active; O14672; inhibition, % at 7 µM; recombinant ADAM10, EDANS/DABCYL FRET peptide cleavage, 3 h;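 active = inhibition above a per-campaign cutoff equal to the mean of compounds falling between control-based bounds plus 3 SD, cut at about 20% in these data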;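 note: 0% = DMSO wells while the 100% control is not disclosed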
DDE Tn7 FP inh: disrupts Tn7 cyclic peptide binding to fibrin D-Dimer-E complex; P02675; FP displacement of FITC-Tn7 peptide from fibrin DD(E); 0% = median of compound wells per plate; inhibition, % at 8.3 µM; 370,000 tested, 0.13% active;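 active = inhibition above the mean of compounds falling within the control limits plus 3 SD of them, cut at about 14% in these data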;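 note: 0% = plate median of compound wells and 100% = 10 µM Aha-Tn7 peptide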
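assay system = human clot-derived fibrin DD(E) complex | quantity = Fibrin-DD(E) at 2 µM final | timing = 10 min preincubation, 3 h with tracer, room temperature | signal = fluorescence polarization | measure = percent inhibition | benchmarks = high control wells with 10 µM unlabelled Aha-Tn7 peptide (full inhibition) | replicates = singlicate testing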
ARFGAP1 inh: rat ARFGAP1 inhibition; Q62848; Arfgap1-stimulated ARF1 GTP hydrolysis, GDP FP detection; inhibition, % at 16.5 µM; 360,000 tested, 0.26% active; AID 651572;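 active = inhibition above a per-plate limit, mean inhibition of low control wells plus 3 SD, cut at about 25% in these data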;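 note: 0% = DMSO wells with enzyme and 100% = wells lacking Arfgap1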
Target sequence (Q62848 1-136 limits assumed): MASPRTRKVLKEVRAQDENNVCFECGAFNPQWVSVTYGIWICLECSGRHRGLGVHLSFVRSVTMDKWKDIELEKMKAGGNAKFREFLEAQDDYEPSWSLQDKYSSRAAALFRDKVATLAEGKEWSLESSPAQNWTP
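System: truncated rat Arfgap1 GAP domain / Medium: HEPES-based buffer, pH 7.5 / Also added: N-terminally truncated human ARF1-GTP substrate / Incubation: enzyme reaction 120 min at 25 °C after 20 min preincubation / Measured by: FP of antibody-bound GDP Alexa 633 tracer, ex 620/em 688 nm / Replicates: singlicate, each compound tested once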
Tn6 DDE FP: disrupts Tn6 cyclic peptide binding to fibrin D-Dimer-E complex; inhibition, % at 8.3 µM; 370,000 tested, 0.21% active; AID 720509; Fibrin DD(E) TRITC-Tn6 fluorescence polarization displacement; P02675;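 active = inhibition above a per-campaign cutoff: mean of compounds within control limits plus 3 SD, cut at about 15% in these data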;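 note: 0% = median of all compound wells on the plate and 100% = blocking peptide control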
SIAE primary: blocks human sialic acid acetylesterase | inhibition, % at 9.66 µM | 370,000 tested, 0.69% active | Q9HAT2 | SIAE FP-Rh probe binding, fluorescence polarization;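 active = inhibition above a cutoff: mean of compounds within the control limits plus 3 SD of those, cut at about 17% in these data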;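 note: 0% = plate median of compound wells and 100% = probe without SIAE protein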
Target sequence (Q9HAT2 whole entry, looked up): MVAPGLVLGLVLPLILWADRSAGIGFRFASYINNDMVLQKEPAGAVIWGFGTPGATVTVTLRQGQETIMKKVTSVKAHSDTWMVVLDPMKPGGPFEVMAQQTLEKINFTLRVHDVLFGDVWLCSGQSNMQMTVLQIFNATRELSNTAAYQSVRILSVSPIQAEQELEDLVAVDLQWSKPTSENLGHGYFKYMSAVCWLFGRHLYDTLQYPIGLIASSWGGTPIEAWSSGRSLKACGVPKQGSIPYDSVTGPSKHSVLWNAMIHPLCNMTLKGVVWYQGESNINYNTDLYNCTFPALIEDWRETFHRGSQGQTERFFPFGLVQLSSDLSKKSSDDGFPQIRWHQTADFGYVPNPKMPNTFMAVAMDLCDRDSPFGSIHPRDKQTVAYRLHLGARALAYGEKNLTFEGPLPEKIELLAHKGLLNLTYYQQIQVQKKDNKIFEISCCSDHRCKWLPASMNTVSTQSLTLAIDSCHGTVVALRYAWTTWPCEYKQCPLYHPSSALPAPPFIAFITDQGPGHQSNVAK
ASAP1 inh: inhibitors of human ASAP1 ArfGAP activity. inhibition, % at 16.5 µM. 360,000 tested, 0.19% active. AID 624377. Q9ULH1. ASAP1-stimulated ARF1 GTP hydrolysis, GDP FP detection; in the data active = inhibition above about 25%;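 note: 0% = vehicle with enzyme and substrate and 100% = no enzyme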
Target sequence (Q9ULH1 325-724 limits assumed): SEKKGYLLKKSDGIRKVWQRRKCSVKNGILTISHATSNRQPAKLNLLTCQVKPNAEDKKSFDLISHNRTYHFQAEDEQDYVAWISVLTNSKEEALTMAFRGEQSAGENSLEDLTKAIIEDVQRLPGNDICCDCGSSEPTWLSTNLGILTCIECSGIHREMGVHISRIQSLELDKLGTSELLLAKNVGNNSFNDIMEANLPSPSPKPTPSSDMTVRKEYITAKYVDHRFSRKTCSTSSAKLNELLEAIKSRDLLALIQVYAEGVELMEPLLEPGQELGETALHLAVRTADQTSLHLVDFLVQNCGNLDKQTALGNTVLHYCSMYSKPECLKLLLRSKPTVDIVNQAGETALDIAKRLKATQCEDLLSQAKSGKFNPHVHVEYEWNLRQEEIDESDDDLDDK
PLCb3 inh: PLC-beta3 (human) inhibition, primary screen; Purified PLC-beta3, fluorogenic substrate, fluorescence; AID 720704; inhibition, % at 12.2 µM; 370,000 tested, 0.18% active; in the data active = inhibition above about 11%;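 note: 0% = median of compound wells on plate and 100% = full blocker control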
TDP2 absorb: TDP2 (human) inhibition, absorbance primary screen; AID 720702; 370,000 tested, 0.34% active; inhibition, % at 12.8 µM; O95551; recombinant TDP2, T5PNP hydrolysis, p-nitrophenol absorbance 415 nm;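 active = inhibition above the mean of all tested compounds plus 3 SD, set per campaign, cut at about 25% in these data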;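 note: 0% = DMSO with enzyme and 100% = buffer with substrate but no TDP2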
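Assay system: recombinant human TDP2 / Reagent: T5PNP substrate at 5 mM, a TopII-DNA adduct mimic / Measured by: epi absorbance from released p-nitrophenol / Evaluation: % inhibition relative to enzyme-containing and enzyme-free wells / Control set: enzyme-free and DMSO wells / Replicates: each compound tested once, singlicate / Schedule: enzyme reaction with compound for 2 h at 37 °C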
ADAM17 inh: inhibits human ADAM17 | P78536 | recombinant ADAM17, EDANS/DABCYL FRET peptide cleavage | inhibition, % at 6.95 µM | 370,000 tested, 0.83% active | AID 720648;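 active = inhibition above the mean of compounds lying between control limits plus 3 SD, set per campaign, cut at about 8.5% in these data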;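 note: 0% = DMSO-only wells as the low control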
PLC-gamma1 inh: blocks human PLC-gamma1 enzyme activity; P19174; 370,000 tested, 0.84% active; purified PLC-gamma1, fluorogenic substrate, fluorescence; inhibition, % at 12.2 µM; in the data active = inhibition above about 9.5%
Starred values were filed as active, the others as inactive.

SMILES	ADAM10 inh	DDE Tn7 FP inh	ARFGAP1 inh	Tn6 DDE FP	SIAE primary	ASAP1 inh	PLCb3 inh	TDP2 absorb	ADAM17 inh	PLC-gamma1 inh
C=CCC1CCCCC12NC(=O)N(c1ccccc1)N2 (stereo not drawn)	-9	-3	-4	5	0	-8	-10	-1	-1	3
CN(c1ccc(C(=O)Nc2ccccc2Sc2ccccc2)cc1)S(C)(=O)=O	13	-5	3	-5	5	7	3	-7	7	2
CCc1ccc(C(=O)Nc2ccc(OC)c(S(=O)(=O)N3CCCCC3)c2)cc1	-3	-3	1	-5	-17	-6	-5	-5	-1	0
C[C@H]1C[C@@H]2[C@H]([C@@H](O)C[C@@]3(C)[C@H]2CC[C@]3(O)C(=O)CO)[C@@]2(C)C=CC(=O)C=C12	8	-5	13	-1	2	3	2	-5	2	4
O=C(c1cc(-c2ccc(Cl)cc2)on1)N1CCN(c2ccc(F)cc2)CC1	-1	3	3	-1	4	-7	-6	7	0	-4
COC(=O)c1sc2nc3c(cc2c1N)C(=O)CC(C)(C)C3	3	-12	9	-3	2	-14	4	-5	1	1
COc1cc2c(cc1OC)CN(C(=O)c1ccc(Br)o1)CC2	-7	4	-2	6	-2	-10	-14	-9	-2	-10
CC1CCC(NCC(=O)Nc2cccc(S(N)(=O)=O)c2)CC1 (stereo not drawn)	6	4	8	-4	8	-13	-2	11	0	0
CCCCC(=O)Nc1cc([N+](=O)[O-])ccc1F	-8	-3	3	1	-6	-18	1	0	-1	3
Cc1ccc(C(=O)N/N=C\c2cc(Br)c(Br)o2)cn1	5	-6	-14	-2	1	-2	-13	19	-3	-3
CCC(C(=O)OC)n1cnc2c(nnn2-c2cccc(Cl)c2)c1=O (stereo not drawn)	-3	-6	8	0	0	5	3	-1	2	2
COc1ccc(OCc2ccc(C(=O)O)cc2)cc1	8	-3	-1	-5	6	1	3	-9	-1	9.9*
O=C(NC1CCN(S(=O)(=O)c2ccc(Cl)cc2)CC1)C1CCCCC1	11	14*	2	3	5	15	4	-13	1	2
O=S(=O)(/N=C(/Nc1nc2ccccc2s1)c1ccccc1)c1ccccc1	-14	-1	-7	-7	3	2	-44	2	3	-24
O=C(Nc1ccc2c(c1)OCO2)c1ccc(N2C(=O)c3ccccc3C2=O)cc1	-6	0	-6	7	5	-9	1	-5	-2	2
O=C(OCC(=O)c1ccc[nH]1)c1cncc(Br)c1	2	-4	-3	-6	0	-11	-9	9	1	-3
O=C(O)C1(c2ccccc2)CCN(S(=O)(=O)c2ccc(Cl)cc2)CC1	-4	-7	8	1	-3	18	1	3	-4	-1
CC1=CC(C)(C)NC(=S)N1c1ccccc1	3	-2	-4	-3	-1	-5	-2	5	-6	1
COc1ccc(/C=N/NC(=O)c2cc(-c3ccccc3)nc3ccccc23)c(C(=O)O)c1OC	4	7	5	4	-11	-4	-18	0	-3	-7
Cc1cc2ccc3ccccc3c2cc1CN(C)C	-5	4	6	-1	1	-6	-11	-3	-4	-4
CC(C)n1cc(C(=O)N2CCCC(N3CCN(c4ccc(F)cc4)CC3)C2)cn1 (stereo not drawn)	-1	3	-6	-2	6	18	-4	2	-1	3
CCCn1nc(C(=O)N(C)CC(=O)Nc2ccc(OCC)c(OCC)c2)c2ccccc2c1=O	-2	-2	2	4	0	-7	1	-1	-1	-2
CCOc1cc(C2NC(=O)NC(C)=C2C(=O)OCc2ccccc2)ccc1O (stereo not drawn)	5	-2	6	7	0	1	-5	-2	5	-5
Cc1noc(C(C)C)c1C(=O)Nc1ccc(-c2nnc3n2CCCCC3)cc1	8	-3	10	3	-4	8	-7	-10	4	5
COC(C[C@@H]1O[C@@H]1C(=O)COCc1ccccc1)OC	-7	11	-2	5	13	3	0	-8	4	1
N#CCCn1cc(C(=O)Nc2cccc(C(=O)O)c2)c(-c2ccc(Cl)cc2)n1	4	-6	-6	1	-5	-2	5	-23	1	7
COc1ccc(OCCOC(=O)CNS(=O)(=O)c2ccc(SC)c([N+](=O)[O-])c2)cc1	7	-5	2	4	-4	17	-2	-6	1	6
COc1cccc(C(=O)Nc2ccc(S(=O)(=O)N3CCCCC3)cc2)c1OC	-8	-3	-1	-6	0	1	-9	-5	-2	-2
CCOc1ccc(S(=O)(=O)NN=C2CCN(C(C)=O)CC2)cc1	8	9	2	10	0	4	-18	0	-5	1
CCN1C(=O)C(=O)N(CC(=O)c2cc(C)n(C3CC3)c2C)C1=O	-5	-6	-3	-4	1	1	-2	-7	-2	-1
CCCCc1ccc(S(=O)(=O)Nc2ccc(C)c(NS(C)(=O)=O)c2)cc1	12	-7	7	-3	-3	9	1	-16	7	9
COCc1cc(C)nc(OCC(=O)N/N=C/c2ccccc2O)c1C#N	-76	2	5	2	2	-22	-8	5	-27	-3
Cc1ccc(/C=C/C2=NN(C)C(=O)CC2)cc1	-1	-6	-2	1	7	8	2	-10	0	5
CC(Sc1nnc(C2CC2)n1N)C(=O)NC1CCCCC1C (stereo not drawn)	7	-2	-8	-11	-7	-6	3	-14	-1	9.9*
CC(=O)c1ccccc1NCC(=O)Nc1ccc(C)cc1	-22	0	7	3	2	-4	-77	6	-8	-52
CCOc1ccc(NC(=O)C2CC(=O)N(CCc3ccccc3)C2)cc1OC (stereo not drawn)	-4	5	6	4	1	4	-7	10	-8	1
CCOC(=O)N1CCC(NC(=O)Cn2ncc3c2-c2cc(C)ccc2OC3)CC1	-7	8	-11	2	6	-11	1	2	-1	0
O=C(Nc1nc2ccc(F)cc2s1)Oc1ccccc1	-6	5	3	-7	-1	1	0	-1	-5	4
Cc1ccc(S(=O)(=O)NC(CC(=O)NCC2CCCO2)c2ccco2)cc1 (stereo not drawn)	6	-6	1	-3	6	2	2	-9	2	8
CCOC(=O)COc1cc([N+](=O)[O-])cc2cccnc12	-1	3	-2	4	0	-3	4	-4	2	1
Cc1ccc(S(=O)(=O)Nc2cccc(C(=O)N3CCOCC3)c2)c(C)c1NS(C)(=O)=O	-9	-7	-5	3	0	18	-3	1	2	0
c1ccc(-c2nc3ccccc3nc2-c2ccc(CN3CCC(c4nc5ccccc5[nH]4)CC3)cc2)cc1	-70	0	-6	-2	-8	4	-8	-2	-12	-7
CCOc1ccc(S(=O)(=O)NNC(=S)Nc2ccc(Br)cc2)cc1	-1	-8	-1	-2	0	1	0	12	2	1
Nc1ccn([C@@H]2O[C@H](C(=O)NCc3ccc4c(c3)OCO4)[C@@H](O)[C@H]2O)c(=O)n1	1	-6	-10	1	52*	12	1	-13	2	6
Cc1nn(CCN)c(C)c1Cl	-3	-9	1	-6	1	1	2	-12	-1	2

Record cards, from the list above. Values in the order: ADAM10 inh, DDE Tn7 FP inh, ARFGAP1 inh, Tn6 DDE FP, SIAE primary, ASAP1 inh, PLCb3 inh, TDP2 absorb, ADAM17 inh, PLC-gamma1 inh
Profile of CC(Sc1nnc(C2CC2)n1N)C(=O)NC1CCCCC1C (stereo not drawn) → 7, -2, -8, -11, -7, -6, 3, -14, -1, 9.9*
Profile of Cc1ccc(S(=O)(=O)Nc2cccc(C(=O)N3CCOCC3)c2)c(C)c1NS(C)(=O)=O → -9, -7, -5, 3, 0, 18, -3, 1, 2, 0
Profile of c1ccc(-c2nc3ccccc3nc2-c2ccc(CN3CCC(c4nc5ccccc5[nH]4)CC3)cc2)cc1 → -70, 0, -6, -2, -8, 4, -8, -2, -12, -7

Going on with the list:
SMILES	ADAM10 inh	DDE Tn7 FP inh	ARFGAP1 inh	Tn6 DDE FP	SIAE primary	ASAP1 inh	PLCb3 inh	TDP2 absorb	ADAM17 inh	PLC-gamma1 inh
CCOC(=O)c1ccccc1NC(=O)c1cncc(Br)c1	2	1	0	3	2	-1	6	12	3	5
COc1ccc(Cc2c(O)nc(SCC(=O)N3CCCCCC3)[nH]c2=O)cc1	-7	-2	-6	-4	4	-9	0	8	-6	1
COc1ccc(/C=C/C(=O)NC(=S)NNC(=O)c2cc(OC)c(OC)c(OC)c2)cc1OC	-44	-2	1	-8	1	-4	-83	-11	-8	-50
COc1ccc(N2CCN(S(=O)(=O)CCNC(=O)CCCc3ccccc3)CC2)cc1	-2	-2	3	6	2	-9	-3	1	-3	-1
CSc1nc(N)nc2c1ncn2C1OC(CO)CC1O (stereo not drawn)	-32	9	9	6	7	2	-12	3	-15	-12
Cc1ccc(C(C(=O)NC2CCCCC2)N2CCC3(CC2)OCCO3)cc1 (stereo not drawn)	-3	-1	-8	4	4	4	4	-1	-2	0
CC1CCC2(CC1)NC(=O)N(CC(=O)NC(=O)NC1CCCC1)C2=O (stereo not drawn)	5	3	-12	1	-1	0	1	-11	6	4
COCCNC(=O)c1ccccc1NS(=O)(=O)c1ccc(Br)s1	7	0	0	5	-2	7	4	-22	5	9
CC1(C)CC(=O)C2=C(C1)Nc1cc3c(cc1C2c1ccc2c(c1)OCO2)OCO3 (stereo not drawn)	-77	-6	-4	5	11	-2	-224	-6	-11	-167
O=C(OCCC1Oc2cccnc2NC1=O)c1ccc(Cl)cc1 (stereo not drawn)	-2	-7	9	-7	-5	2	-5	-7	-2	-1
C[C@H](NC(=O)N1CCn2c1nc1ccccc12)C(=O)NCc1ccc2c(c1)OCO2	1	-6	2	-2	-1	-8	3	-7	2	-1
COc1ccc([C@H]2C[C@@H](n3cc(C4CC4)nn3)[C@H](O)CN2C(=O)C2CCCCC2)cc1	-10	-2	7	-2	2	-2	-1	7	-4	1
CN(C)CC(C)(C)CNCc1cc(=O)oc2ccc3ccccc3c12	-6	1	4	0	4	-8	-6	5	-4	-3
CN(C)N=Nc1ccc2nc[nH]c2c1	-11	-1	8	3	0	-2	-13	6	-2	-9
O=C(NC(=S)Nc1ccc(S(=O)(=O)Nc2nccs2)cc1)c1cccc(F)c1	-3	4	11	3	6	2	1	15	-1	1
Nc1cc(C(=O)O)ccc1N1CCCCCC1	-5	-6	10	-2	6	2	-3	18	-5	-1
O=S(=O)(c1cc(Cl)cc(Cl)c1)N1CCC2CC1c1cc(Cl)ccc12 (stereo not drawn)	-5	-6	0	1	-5	-5	3	2	-1	-3
CCCCCCCCN1C(=O)[C@@H](CC(=O)N2CCOCC2)C[C@@]2(C(=O)OC)C1=C[C@H](C1CCCC1)O[C@@H]2C	12	-5	3	4	7	6	9	-7	4	2
Cc1c(NC(=O)CSc2nnnn2C)c(=O)n(-c2ccccc2)n1C	-7	1	-1	-4	-6	-3	3	-9	-7	3
CC(Sc1ccccn1)C(=O)Nc1ccc2c(c1)OCCO2 (stereo not drawn)	-5	-4	-3	5	5	-9	-6	7	-7	-5
CCN(CCN1CCCC1)C(=O)c1cc(COc2ccccc2SC)on1	0	-5	10	0	12	-2	-8	-8	0	-2

Screening data: PubChem, The Scripps Research Institute Molecular Screening Center
